EPAC1 agonist = EPAC1 (human) agonism; O95398; EPAC1 agonist qHTS, biochemical assay; response scale: 100% = response to 6.5 mM cAMP; Potency, µM (top dose mostly 154 µM), for inactives: at the highest dose activation, usual class: activators; hit rate 0.073% among 360,000; also: potency is read from the fitted curve at half-maximal effect; nearly all actives have a fitted effect of over 60% in size
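Nucleotide exchange by EPAC1 (100 nM) on Rap1B–BODIPY-GDP (250 nM) in the presence of 50 uM GDP is tracked fluorescently at 480/540 nm over 30 min. Signals are normalized to a 6.5 mM cAMP control.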
IL-2 act = activates IL-2 in a cell-based reporter assay. IL-2 activation reporter assay, cell-based qHTS; stimulated with anti-CD3/CD4/CD28 beads; in transgenic mouse T cells. activation, % (series mostly up to about 46 µM). hit rate 0.065% among 360,000. AID 652025; in the data active = activation above about 50%; inconclusive = mostly about 30% to 49%; also: 0% is about no effect
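Readout is EGFP and DsRed signal by fluorescent plate cytometry after 18 h at 37 degrees C. Transgenic mouse T cells (750/well) received compound for 60 min before bead stimulation (anti-CD3, anti-CD4, anti-CD28); memory T cells served as non-tolerant control.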
EPAC2 agonist = EPAC2 (human) agonism | hit rate 0.079% among 360,000 | Potency, µM (series often up to 154 µM), inactives show top-dose activation, actives largely listed as activators | EPAC2 activation, biochemical qHTS; response scale: 100% = 6.5 mM cAMP response; also: potency is read from the fitted curve at half-maximal effect; nearly all actives have a fitted effect of over 50% in size
Target sequence (Q8WZA2 whole entry, looked up): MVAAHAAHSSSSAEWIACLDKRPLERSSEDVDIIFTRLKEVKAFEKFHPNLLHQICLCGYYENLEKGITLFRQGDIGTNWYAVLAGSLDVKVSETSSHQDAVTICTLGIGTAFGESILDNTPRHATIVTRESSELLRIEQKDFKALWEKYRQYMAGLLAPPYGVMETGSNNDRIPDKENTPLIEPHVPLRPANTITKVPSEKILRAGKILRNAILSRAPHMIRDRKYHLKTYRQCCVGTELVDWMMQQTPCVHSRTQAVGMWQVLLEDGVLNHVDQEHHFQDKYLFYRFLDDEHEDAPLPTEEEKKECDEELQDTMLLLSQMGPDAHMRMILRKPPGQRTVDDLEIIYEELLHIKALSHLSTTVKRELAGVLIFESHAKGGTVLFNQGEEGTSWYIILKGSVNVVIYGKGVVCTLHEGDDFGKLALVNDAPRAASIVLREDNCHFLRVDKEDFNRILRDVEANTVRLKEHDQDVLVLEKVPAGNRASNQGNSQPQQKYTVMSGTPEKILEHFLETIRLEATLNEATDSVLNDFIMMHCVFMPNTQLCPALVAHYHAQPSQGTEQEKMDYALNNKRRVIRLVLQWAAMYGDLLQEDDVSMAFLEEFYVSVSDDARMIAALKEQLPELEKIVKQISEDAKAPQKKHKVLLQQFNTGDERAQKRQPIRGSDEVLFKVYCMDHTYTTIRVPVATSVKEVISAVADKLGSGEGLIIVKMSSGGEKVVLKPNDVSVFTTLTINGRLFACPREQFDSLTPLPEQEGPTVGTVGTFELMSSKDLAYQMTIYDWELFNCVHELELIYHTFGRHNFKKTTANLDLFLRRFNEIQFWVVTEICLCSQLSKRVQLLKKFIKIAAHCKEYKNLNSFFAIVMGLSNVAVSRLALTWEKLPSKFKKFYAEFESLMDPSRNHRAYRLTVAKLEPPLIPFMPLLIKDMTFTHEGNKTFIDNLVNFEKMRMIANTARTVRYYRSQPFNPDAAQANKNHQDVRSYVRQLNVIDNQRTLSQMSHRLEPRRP
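Compounds were added across a concentration range to EPAC2 (100 nM), RAP1B-BODIPY-GDP (250 nM) and GDP (50 uM). After 5 min at room temperature, fluorescence was recorded at 5-min intervals for 30 min.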
PI5P4K alpha inh = PI5P4K alpha (human) kinase inhibition; max response, %; AID 652105; hit rate 1.2% among 330,000; PI5P4Kalpha enzyme, ADP-Glo luminescence, 60 min; stronger effect = lower value; active = max response of -50% or lower; inconclusive = between -30% and -50%; inactive = -30% or higher; also: value at the top dose of about 77 µM; % is scaled to controls: 0 for no effect and ±100 for the full control effect
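Human PI5P4Kalpha with substrate in 0.038 M HEPES pH 7.4, 0.28 mM EGTA, 0.1% CHAPS, 5% DMSO; reaction started with 5 microM ATP (final), 60 min at room temperature. ADP formed read by ADP-Glo luminescence.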
EPAC1 antagonist = EPAC1 (human) antagonism; O95398; EPAC1 GEF assay, Rap1b-BODIPY-GDP exchange fluorescence; Potency, µM (highest dose often 115 µM), for the others: top-dose activity change, negative = inhibition, hits mostly inhibitors; hit rate 0.14% among 360,000;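 also: potency is read from the fitted curve at half-maximal effect; plate controls were vehicle for no effect and positive control for full effect; nearly all actives have a fitted effect of over 50% in size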
PLK1 PBD block = PLK1 (human) polo-box domain binding inhibition; P53350; Plk1 PBD binding of FITC phosphopeptide, fluorescence polarization; Potency, µM, for inactives: max response, negative = inhibition, usual class: inhibitors; hit rate 2.8% among 360,000; also: potency is read from the fitted curve at half-maximal effect; series mostly up to about 57 µM; % is scaled to controls: 0 for no effect and ±100 for the full control effect; nearly all actives have a fitted effect of over 65% in size
WRN inhibitor = WRN helicase (human) inhibition | Q14191 | WRN helicase unwinding, fluorescent forked duplex, kinetic | Potency, µM (top dose mostly 114 µM), inactives show at the top dose activity change, negative = inhibition, most hits filed as inhibitors | hit rate 0.46% among 360,000; also: potency is read from the fitted curve at half-maximal effect; % is scaled to controls: 0 for no effect and ±100 for the full control effect; nearly all actives have a fitted effect of over 55% in size
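Screening of the MLSMR collection measured strand separation of a quenched forked DNA duplex (100 nM) by 20 nM WRN with 2 mM ATP, all final. Compounds were preincubated with enzyme 15 min at room temperature.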
CCT modulator = modulators of cytosolic chaperonin (CCT/TRiC) activity. purified chaperonin ATPase assay, HTRF ADP detection, 30 min. activity change, % (test concentration not listed), hits read low. hit rate 0.3% among 360,000; in the data active = activity change below about -30%; also: % is scaled to controls: 0 for no effect and ±100 for the full control effect
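Enzyme 40 or 20 nM (batch-dependent) in Tris pH 7.4/KCl/MgCl2/DTT; cpd 76 uM single point; ATP 10 uM; 30 min 37 °C; Transcreener ADP HTRF detection, 30 min RT; ratio 665/615.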
Starred values were filed as active, the others as inactive; u = inconclusive; x = not tested or not shown; [ ] = dose if it differs, or a comment. Unless noted, calls follow the shape of the dose curve; as a rule, active = well fitted curve in the direction sought with a large enough effect; inconclusive = small, poorly fitted or top-dose-only effect, or another doubt; inactive = no such curve, though single readings can be large; an effect the other way counts as inactive or inconclusive. This is a subset; count on the stated rates, not on these rows.

SMILES	EPAC1 agonist	IL-2 act	EPAC2 agonist	PI5P4K alpha inh	EPAC1 antagonist	PLK1 PBD block	WRN inhibitor	CCT modulator
CC(=O)N=Nc1[nH]c(N)c2ccccc12	5%	-1.2	2%	1	-2%	-10%	2%	1.1
Clc1ccc2c(c1)C1OCCC1C(c1ccco1)N2 (configuration not stated)	2%	-1.1	-3%	-7	-1%	u	-15%	-0.4
Cc1cc(C)cc(N2CCN(C(=O)N3CCOCC3)CC2)c1	-4%	-0.2	-19%	4	-5%	-5%	2%	-1.2
CCOc1cc(CN2CCCC(N3CCN(c4ccc(F)cc4)CC3)C2)ccc1OC (configuration not stated)	6%	3.1	-5%	-5	8%	2%	-8%	0.7
Cc1ccc2cc(CN(CC3CCCO3)C(=O)c3cccs3)c(=O)[nH]c2c1 (configuration not stated)	-3%	0.3	5%	-3	-14%	0%	4%	-0.8
COc1ccc(Cn2nc(C(=O)O)c3ccccc3c2=O)cc1F	-9%	-0.8	2%	-1	-12%	2%	4%[57.1 µM]	-2.7
Cc1ccc(S(=O)(=O)N(C)Cc2ccc(C(=O)N/N=C3\CCCC(=O)C3)cc2)cc1	-6%	0.4	3%	-6	-2%	5%	1%	0.3
Cc1nn(-c2ccccc2)c(C)c1C(=O)OCC(N)=O	4%	-0.7	7%	-5	-1%	5%	-2%	-0.2
CCn1c(SCc2cc(=O)[nH]c3ccccc23)nnc1C1CC1	1%	0.1	-8%	-1	31%[activator]	4%	-18%[57.1 µM]	-2.0
O=C(C1CCC(CNc2c(N3CCCCC3)c(=O)c2=O)CC1)N1CCc2ccccc2C1 (configuration not stated)	-8%	-1.7	15%	-9	-20%	-18%	2%	-4.6
COc1ccc(N2C(=O)C3CCCN3C2c2ccccc2F)cc1 (configuration not stated)	-4%	-3.7	7%	1	-11%	-5%	1%	-2.2
CCOc1cccc(OCCCCN2CCOCC2)c1	2%	-0.5	5%	0	-7%	-14%	-4%	-1.4
COc1ccc(-n2c(C)cc(=O)[nH]c2=O)cc1	4%	-0.9	-4%	-3	-9%	-3%	5%	-0.9
Cc1ccc(OCC(=O)N(C)CCc2ccccn2)cc1	1%	-1.2	5%	x	-3%	-2%	-4%	-0.9
O=C1C=C(NNC(=O)c2ccccc2Br)CCC1	-6%	-0.8	-6%	1	0%	0%	-2%	-1.7
CCN(C(=O)c1cnc(NC(C)C)cc1C(F)(F)F)c1ccc(Cl)cc1Cl	-8%	-2.0	9%	2	-23%	5%	-10%	-2.1
CCOC(=O)c1[nH]c2cc(OC)c(OC)cc2c1NC(=O)CCN1CCSCC1	1%	-1.0	7%	-4	-14%	9%	7%	3.3
O=C(Nc1nc(-c2ccc3c(c2)OCCO3)cs1)c1ccc(Br)o1	5%	1.0	5%	-15	-8%	-30%	0%	-0.4
O=C(c1cc(F)c(F)cc1Cl)N1CCN(c2ccc([N+](=O)[O-])c3ncccc23)CC1	10%	-2.8	6%	0	-14%	u	3%	0.6
N/C(Cc1ccc([N+](=O)[O-])cc1)=N\OC(=O)c1ccc(Br)o1	7%	-0.8	6%	-1	-8%	-12%	-13%	-1.8
CCn1cc(C(=O)NCCN(C)C)c(=O)c2cc(F)c(N3CCN(C)CC3)cc21	12%	-3.6	18%	5	4%	-11%	3%	-5.8
CC(=O)c1cn(CC(=O)Nc2cccc(C)c2C)c2ccccc12	6%	-2.0	7%	0	-24%	-12%	2%	-0.9
CC(C)c1ccc(NC2CCCN(C(=O)CCN3Cc4ccccc4C3=O)C2)cc1 (configuration not stated)	-4%	-3.5	1%	10	1%	-12%	-2%	1.0
Cc1ccc(-n2nc3c(=O)n(CCCC(=O)NCc4ccco4)nc(C)c3c2C)cc1	5%	-2.6	7%	-1	-3%	-2%	6%	-3.1
CCN(CC)C(=O)c1ccc2c(c1)nnn2C	-10%	-3.5	5%	-2	-3%	-4%	0%	-0.4
O=C1C2CC=CCC2C(=O)N1c1ncn[nH]1 (configuration not stated)	1%	-1.4	15%	x	-5%	3%	1%	-3.0
CC(=O)NC/C(C)=N\Nc1ccc([N+](=O)[O-])cc1	-5%	-0.6	4%	-4	-12%	-9%	-13%	-2.7
Cc1ccc2oc(=O)n(Cc3ccc(OC(C)C)cc3)c2c1	-13%	-4.2	8%	0	-9%	1%	1%	0.8
COc1ccc(/C=C2\SC(=O)N(CCNC(=O)CN3C(=O)NC4(CCCC4)C3=O)C2=O)cc1	-6%	0.2	-1%	-4	1%	-13%	-7%	-0.8
COc1ccc(C(=O)Nc2c(Cl)cc(Cl)cc2C(=O)N2CCC(C)CC2)cc1	-2%	0.2	8%	7	-15%	-14%	2%	-2.7
O=C(Cn1nc(-c2ccccc2)ccc1=O)NCCN1CCN(Cc2ccccc2)CC1	7%	0.1	7%	x	1%	-6%	1%	-1.5
COc1ccc(/C=C(/NC(=O)c2ccccc2)C(=O)N2CCCC2)cc1OC	-1%	-0.4	0%	3	6%	-4%	3%	1.8
CCCCc1nnc(NC(=O)CCS(=O)(=O)c2ccc(Cl)cc2)s1	-3%	1.0	0%	5	-14%	-6%	1%	1.4
CCCCCCCCN1C(=O)[C@H](CC(=O)NCc2ccc(C)o2)C[C@@]2(C(=O)OC)CCCCC=C12	-26%	-0.9	-12%	-65*	-29%	-13%	-15%	-1.4
O=c1[nH]cnc2c1nnn2Cc1ccccc1	12%	-2.3	15%	-14	-10%	-8%	8%	-0.3
CC(=O)N=c1sccn1CC(O)c1ccccc1 (configuration not stated)	20%	-2.7	6%	-3	-23%	-7%	-2%[57.1 µM]	0.9
Cc1oc(-c2ccc(Cl)cc2)nc1CS(=O)CC(=O)NC1CC1 (configuration not stated)	3%	0.2	2%	-1	-14%	-7%	-1%	0.6
CCCCn1nnnc1SCC(=O)Nc1cccc(C)n1	5%	-1.4	0%	-1	11%	-3%	2%	-0.2
COCCCN(C(=O)Cc1coc2cc(C)c(C)cc12)c1c(N)n(Cc2ccccc2)c(=O)[nH]c1=O	8%	0.1	2%	-6	2%	-18%	-4%	0.3
Oc1[nH]c2ccccc2c1N=Nc1nc(Nc2ccccc2)nc(N2CCOCC2)n1	9%	-0.9	-6%	-3	13%	6%	-4%	0.8
COc1ccccc1C#Cc1cnc2c(c1)C(=O)N([C@H](C)CO)C[C@@H](C)[C@@H](CN(C)C(=O)c1ccc3c(c1)OCO3)O2	-5%	-0.6	6%	1	-2%	-15%	-2%	-1.1
C=CCSc1nnc(-c2cc3c(-c4ccccc4)nn(C)c3s2)n1C	16%	-0.1	-11%	9	-4%	2%	-28%	-1.8
COc1cc(OC)c(S(=O)(=O)Nc2ccccc2N2CCOCC2)cc1NC(C)=O	-3%	-3.1	3%	1	18%	-12%	2%	-0.8
CCc1cc2ccc(C)cc2nc1SCC(=O)Nc1cc(C)on1	-1%	0.2	-7%	-1	-10%	-2%	1%	1.8
O=S(=O)(Nc1ccc(Cl)nn1)c1ccccc1	-10%	-0.9	-2%	-8	-3%	-2%	10%	-0.6
COc1cc(C(=O)Nc2ccc(F)cc2Cl)ccc1OCC(=O)N1CCOCC1	-32%[inhibitor]	-1.0	-1%	-2	-4%	0%	-2%	1.4
COc1ccc2c(c1)C(=NN)c1cc(OC)ccc1-2	5%	-0.7	20%	x	-1%	1%	-24%	-0.5
Cc1ccc(Sc2nc(-c3ccccc3)ccc2C#N)cc1	-6%	-1.9	-2%	x	-6%	2%	8%	1.3
CC(NC(=O)CCl)c1ccc(Cl)c(Cl)c1 (configuration not stated)	-2%	-4.9	7%	3	-28%	-16%	-21%	-2.6
Cc1ccc(S(=O)(=O)N2CCN(S(C)(=O)=O)C2c2ccccc2)cc1 (configuration not stated)	6%	0.3	14%	3	-15%	-10%	-17%	-2.2
Nn1cnnc1N/N=C/c1ccc(F)cc1	-5%	-0.3	-8%	-3	-2%	-3%	2%[11.6 µM]	-0.4
O=C(/C=C/c1ccccc1)Nc1cccnc1Oc1ccccc1F	22%	-0.4	22%	1	-2%	-13%	-4%	-2.3
Fc1ccc(-c2nc3ccc(Cl)cn3c2Cc2ccccc2C(F)(F)F)cc1	-1%	-0.9	1%	-1	-1%	-20%	-10%	0.5
O=C(NNC(=O)c1cc(-c2ccccc2)nc2ccccc12)c1csc(N2CCOCC2)n1	11%	-3.2	-11%	-9	-17%	-3%	-19%	-1.9
O=C1c2ccccc2NC(c2ccccc2)N1NS(=O)(=O)c1ccccc1 (configuration not stated)	8%	-0.3	7%	-2	7%	-2%	-14%	1.4
Cc1ccc(OCC(=O)N(Cc2ccccc2)C(C)(C)C)c([N+](=O)[O-])n1	-12%	-0.4	-3%	1	1%	-3%	18%	-0.9
CCCOc1ccc(N2CC(C(=O)Nc3ccc(N4CCOCC4)cc3)CC2=O)cc1 (configuration not stated)	3%	4.7	-12%	6	6%	3%	-5%	-1.0
NC(CC(=O)O)c1ccc(F)cc1 (configuration not stated)	-2%	2.1	0%	-8	-8%	-4%	-15%[57.1 µM]	-0.1
OCc1cn(-c2ccccc2)nc1-c1ccc(Br)cc1	4%	-0.7	9%	26	-2%	-1%	-7%	1.1
O=C(N/N=C/c1ccc(Br)cc1)c1cc[n+](Cc2ccccc2)cc1	-7%	-2.0	1%	4	-16%	0%	-10%	-0.2
CCCOc1ccc(C(=O)NNC(=S)NC(=O)c2cccs2)cc1	0%	-1.1	-2%	-11	-28%	30µM*	16%	-2.7
O=C(Nc1ccc(S(=O)(=O)N2CCOCC2)cc1)c1ccc([N+](=O)[O-])o1	11%	1.2	-3%	-2	-20%	-25%	-5%	-0.5
CC1(C)O[C@@H]2C[C@H]3[C@@H]4C[C@H](F)C5=CC(=O)CC[C@]5(C)[C@H]4[C@@H](O)C[C@]3(C)[C@]2(C(=O)CO)O1	-6%	-0.3	4%	1	-27%	-21%	2%	-5.2

Compound profiles, from the list above. Order of screens: EPAC1 agonist | IL-2 act | EPAC2 agonist | PI5P4K alpha inh | EPAC1 antagonist | PLK1 PBD block | WRN inhibitor | CCT modulator
COc1ccc(/C=C2\SC(=O)N(CCNC(=O)CN3C(=O)NC4(CCCC4)C3=O)C2=O)cc1 reads -6% | 0.2 | -1% | -4 | 1% | -13% | -7% | -0.8
COc1ccccc1C#Cc1cnc2c(c1)C(=O)N([C@H](C)CO)C[C@@H](C)[C@@H](CN(C)C(=O)c1ccc3c(c1)OCO3)O2 reads -5% | -0.6 | 6% | 1 | -2% | -15% | -2% | -1.1
